MrgX1 agonist: agonists of human MrgX1 receptor, primary screen, HEK293 cells, Fluo-4 calcium flux. Fluo-4 calcium fluorescence, agonist mode; active compounds read high. 310,000 tested, 0.44% active. B-score at 10 µM;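 active = calcium response B-score plate-corrected fluorescence ratio at least 3 library SD, with starting fluorescence B-score inside 5 SD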
Target sequence (Q96LB2 whole entry, looked up): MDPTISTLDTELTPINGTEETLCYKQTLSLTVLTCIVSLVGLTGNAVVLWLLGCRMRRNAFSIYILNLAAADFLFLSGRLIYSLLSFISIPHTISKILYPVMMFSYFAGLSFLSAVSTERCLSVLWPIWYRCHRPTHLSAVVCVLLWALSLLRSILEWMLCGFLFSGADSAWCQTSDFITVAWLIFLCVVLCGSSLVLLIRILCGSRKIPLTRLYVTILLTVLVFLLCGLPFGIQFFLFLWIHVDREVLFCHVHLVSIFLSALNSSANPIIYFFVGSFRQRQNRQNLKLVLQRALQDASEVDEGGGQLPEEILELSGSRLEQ
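System: HEK293 cells stably expressing human MrgX1 receptor; Dosing: test compound in the initial addition of three; Schedule: overnight plating, then 30 min 37 °C plus 30 min room-temperature dye loading; Detection: kinetic calcium dye fluorescence, Fluo-4 NW; Controls: per-plate positive and negative controls for Z′ factor.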
TRPC4 inh: inhibitors of mouse TRPC4 channel, primary screen, Fluo4 calcium, HEK293 TRPC4beta/mu-opioid cells; Short transient receptor potential channel 4 (Mus musculus), Q9QUQ5; DAMGO-evoked Fluo4 calcium flux; active compounds read low; B-score at 10 µM; 300,000 tested, 0.39% active; AID 2247, 2010;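 active = B-score over 3 SD under the library average, no early fluorescence shift, positive overall ratio signal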
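System: stable TRPC4beta/mu-opioid receptor HEK293 cells; Dosing: single-point compound dosing; Measured by: Fluo4 Ca2+ flux fluorescence; Read-out basis: per-well B score of integrated baseline-normalized Fluo4 ratio.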
TMEM16A inh: TMEM16A chloride channel inhibitors, primary screen, cell-based, HTS | HEK293 TMEM16A/YFP iodide influx fluorescence, ionomycin | 310,000 tested, 1.2% active | normalized B-score (activity score, 25-100; higher = stronger inhibition) at 10 µM | AID 588511, 2011 | Anoctamin-1 (Mus musculus), Q8BHY3;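 active = ratio plate-corrected score three or more library SD toward inhibition, starting fluorescence score within five deviations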;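 note: score derived from kinetic fluorescence span divided by baseline fluorescence per well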
TMEM16A act: TMEM16A chloride channel activators or potentiators, primary screen, cell-based, HTS | 340,000 tested, 0.3% active | AID 623877, 2012 | B-score at 10 µM | HEK293 TMEM16A/YFP-H148Q/I152L, iodide quench fluorescence; active compounds read low | Anoctamin-1 (Mus musculus), Q8BHY3;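 active = fluorescence-ratio B-score plate-corrected deviation score at least 3 library SD below zero, with starting fluorescence score within 5 deviations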;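 note: channel opened by trigger with iodide after compound preincubation; score built on the fluorescence ratio of max minus min over baseline; more negative score means more quench and so TMEM16A activation or potentiation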
MrgX1 PAM: positive allosteric modulators of MrgX1, primary screen, HEK293 cells, Fluo-4 calcium flux. Mas-related G-protein coupled receptor member X1 (Homo sapiens), Q96LB2. FDSS; active compounds read high. B-score at 10 µM. 310,000 tested, 0.63% active;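 active = plate-corrected calcium response at least 3 library SD above typical, normal starting fluorescence, not activating the receptor alone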;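 note: compound read alongside a low EC10 to EC30 dose of BAM8-22 agonist; peak minus trough fluorescence over baseline measured at the second addition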
TRPC4 potent: positive allosteric modulators of TRPC4, primary screen, cell-based, mouse TRPC4beta, HEK293 mu-opioid, Fluo-4 calcium | Short transient receptor potential channel 4 (Mus musculus), Q9QUQ5 | DAMGO EC20, Fluo-4 Ca2+ flux; active compounds read high | B-score at 10 µM | 310,000 tested, 0.42% active;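 active = B-score of calcium response area above 5 SD of library B-scores, with initial fluorescence ratio within 5 SD of library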;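 note: B-score of integrated fluorescence ratio over time as area under calcium response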
TRPC6 act: mouse TRPC6 channel activators, primary screen, cell-based, HEK293, membrane potential dye; HEK293-TRPC6 membrane potential dye fluorescence; active compounds read high; B-score at 10 µM; 310,000 tested, 0.13% active; AID 2550, 2010;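 active = B-score of the integrated fluorescence ratio above library mean plus 3 SD, and starting fluorescence ratio within library mean plus 5 SD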;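 note: higher score means more depolarization so channel activation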
SKKanGAS inh: S. pyogenes SKKanGAS growth inhibitors in kanamycin, primary screen, streptokinase expression inhibitor project, SKKanGAS strain, BacTiter-Glo luminescence. 300,000 tested, 1.3% active. AID 1662, 2009. inhibition, % at 7.5 µM. 6 h;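 active = mean replicate score, as percent of positive control median, at least 50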;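 note: strain carries kanamycin resistance gene driven by streptokinase promoter and grows in 40 µg/ml kanamycin; loss of luminescence reflects streptokinase promoter inhibition or plain growth inhibition; 0% = median of DMSO wells and 100% = positive control at its reference dose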
TRPC4 agonist: activators of mouse TRPC4 channel, primary screen, Fluo4 calcium, HEK293 TRPC4beta/mu-opioid cells | Short transient receptor potential channel 4 (Mus musculus), Q9QUQ5 | Fluo4 calcium fluorescence; active compounds read high | B-score at 10 µM | 310,000 tested, 0.49% active | AID 2237, 2010;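 active = B-score above 5 SD of library B-scores, and initial fluorescence ratio not above library mean plus 5 SD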;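 note: positive B-score marks a calcium rise read as TRPC4 activation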
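Assay system – TRPC4beta and mu-opioid receptor HEK293 stable cells · Measured by – Fluo4 fluorescence, kinetic · Schedule – dye loading 45 min room temperature, 110 s kinetic read · Read-out – B-scored integrated calcium fluorescence ratio · Controls – buffer and maximal DAMGO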
MrgX1 antagonist: antagonists of human MrgX1 receptor, primary screen, HEK293 cells, Fluo-4 calcium flux | B-score at 10 µM | 310,000 tested, 1.3% active | Mas-related G-protein coupled receptor member X1 (Homo sapiens), Q96LB2 | AID 588676, 2011 | BAM8-22 antagonism; active compounds read low;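 active = calcium-response B-score plate-corrected more than 3 library SD below zero, starting fluorescence within 5 deviations, no agonist response on first addition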;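 note: peak minus trough fluorescence over baseline after final BAM8-22 challenge near maximal dose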
TRPC6 inh: mouse TRPC6 channel inhibitors, primary screen, cell-based, HEK293, membrane potential dye; Short transient receptor potential channel 6 (Mus musculus), Q61143; ACh-evoked depolarization; active compounds read low; B-score at 10 µM; 310,000 tested, 1.1% active;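 active = B-score under library mean minus 3 SD, initial fluorescence not abnormally high, positive integrated signal ratio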;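 note: B-score derived from integrated fluorescence ratio over the kinetic read; more negative B-score means stronger inhibition of depolarization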
* marks the source's active call; other numbers are inactive results; i = inactive; · = no result given.

| SMILES | MrgX1 agonist | TRPC4 inh | TMEM16A inh | TMEM16A act | MrgX1 PAM | TRPC4 potent | TRPC6 act | SKKanGAS inh | TRPC4 agonist | MrgX1 antagonist | TRPC6 inh |
| --- | --- | --- | --- | --- | --- | --- | --- | --- | --- | --- | --- |
| Cc1nn(-c2ccccc2)c(C)c1NC(=O)COc1ccc(F)cc1Cl | i | i | i | i | i | i | i | 1 | i | i | i |
| O=C(O)c1ccc(S(=O)(=O)c2ccc3c(c2)C(=O)N(NC(=O)c2cccnc2)C3=O)cc1 | i | i | i | i | i | i | i | -5 | i | i | i |
| CC1CN(C(=S)Nc2ccccc2)N(c2ccccc2)C1 (configuration not stated) | i | i | i | i | i | i | i | 6 | i | i | i |
| Cc1ccc(-n2cc(CN3CCNC(=O)CC3)c(-c3ccc(F)cc3)n2)cc1 | i | i | i | i | i | i | i | -5 | i | i | i |
| CC(C)CCN1CCN(Cc2ccoc2)CC1CCO (configuration not stated) | i | i | i | i | i | i | i | 6 | i | i | i |
| CCCCSCCCNC(=O)c1ccc2c(c1)N(CC)C(=O)c1ccccc1S2=O (configuration not stated) | i | i | i | i | i | i | i | 2 | i | i | i |
| CC1(C(=O)OCC(=O)NC(=O)NCc2ccccc2)CC1(Cl)Cl (configuration not stated) | i | i | i | i | i | i | i | 0 | i | i | i |
| CCN(CC(=O)NCc1ccc(Cl)cc1)C(=O)CSCC(=O)Nc1ccc(C)cc1 | i | i | i | i | i | i | i | -21 | i | i | i |
| COc1ccccc1C(=O)Nc1nc2ccccc2s1 | i | i | i | i | i | i | i | 48 | i | i | i |
| O=C(CSc1ncccn1)NC(=O)NCc1ccco1 | i | i | i | i | i | i | i | 0 | i | i | i |
| O=C(CSC1=NNC(c2ccccn2)S1)Nc1ccc(C(F)(F)F)cc1 (configuration not stated) | i | i | i | i | i | i | i | 48 | i | i | i |
| CC(C)NC(=O)NC(=O)COC(=O)/C=C/c1ccccc1[N+](=O)[O-] | i | i | i | i | i | i | i | -1 | i | i | i |
| O=C(O)c1cc(-c2cc(C(=O)O)c3ccccc3n2)nc2ccccc12 | i | i | i | · | i | i | i | -3 | i | i | i |
| O=[N+]([O-])c1ccccc1/C=C/CN1CCCC(CO)C1 (configuration not stated) | i | i | i | i | i | i | i | -3 | i | i | i |
| CCn1c(/C=C\c2ccccc2C)nc2ccccc2c1=O | i | i | i | i | i | i | i | -16 | i | i | i |
| Cc1ccc(-c2ccc(=O)n(Cc3ccc(F)cc3Cl)n2)cc1 | i | i | i | i | i | i | i | 13 | i | i | i |
| COc1ccc(COC(=O)c2cc(S(=O)(=O)N3CCCCC3)ccc2N2CCOCC2)cc1 | i | i | i | i | i | i | i | 4 | i | i | i |
| O=C(Nc1ccc(NC(=O)c2ccc(Cl)cc2Cl)cc1)c1ccc2c(c1)OCO2 | i | i | i | i | i | i | i | 7 | i | i | i |
| CC(=O)N1c2ccc(S(=O)(=O)N3CCC(C(=O)Nc4cc(C)ccn4)CC3)cc2CC1C (configuration not stated) | i | i | i | i | i | i | i | 52* | i | i | i |
| N#CCC(=O)N/N=C1\CCCCC1C1CCCCC1 (configuration not stated) | i | i | i | i | i | i | i | -4 | i | i | i |
| CCOC(=O)c1[nH]cnc1N=Nc1c(O)ccc2ccccc12 | i | i | i | i | i | i | i | 27 | i | i | i |
| CCN(C(=O)CN1C(=O)S/C(=C\c2ccc(Cl)cc2)C1=O)C1CCS(=O)(=O)C1 (configuration not stated) | i | i | i | i | i | i | i | 1 | i | i | i |
| C/C(=N\OCC(=O)OCC(=O)NC(=O)c1ccccc1)c1ccc2c(c1)OCO2 | i | i | i | i | i | i | i | -2 | i | i | i |
| CCOC(=O)C1CCN(c2cc(C)nc3cc(-c4cccc(F)c4)nn23)CC1 | i | i | i | i | i | i | i | · | i | i | i |
| CCOc1ccccc1N(CC(=O)NCC1CCCO1)C(=O)CCC(=O)Nc1ccccn1 (configuration not stated) | · | i | · | i | · | i | i | 0 | i | · | i |
| O=C(NNS(=O)(=O)c1ccccc1)c1cc2cc3ccccc3nc2s1 | i | i | i | i | i | i | i | 21 | i | i | i |
| COC(=O)c1ccc(COc2ccc(-c3nnn(CC(N)=O)n3)cc2)cc1 | i | i | i | i | i | i | i | -7 | i | i | i |
| Cc1cn(S(=O)(=O)c2cc(Br)ccc2Br)cn1 | i | i | i | i | i | i | i | -5 | i | i | i |
| CC1=C(C(=O)Nc2ccccn2)C(c2ccc(F)cc2)n2ncnc2N1 (configuration not stated) | i | i | i | i | i | i | i | -15 | i | i | i |
| O=C(N/N=C/c1ccc2c(c1)OCO2)c1cccc2ccccc12 | i | i | i | i | i | i | i | 1 | i | i | i |
| O=C(c1ccc(Cn2cc(Br)cn2)o1)N1N=C(C(F)F)CC1(O)C(F)F (configuration not stated) | i | · | i | i | i | i | i | -4 | i | i | i |
| Cc1ccc(Cl)cc1N1CCN(C(=O)C(=O)N2CCCCC2)CC1 | i | i | i | i | i | i | i | 5 | i | i | i |
| O=C(Cn1c(=O)oc2ccccc21)Nc1ccccc1C(F)(F)F | i | i | i | i | i | i | i | 6 | i | i | i |
| O=C(NCc1ccccc1Cl)C1CCN(C(=O)c2ccco2)CC1 | i | i | i | · | i | i | i | -10 | i | i | i |
| CC(=O)c1cccc(NC(=O)/C(=C\c2ccco2)NC(=O)c2ccco2)c1 | i | i | i | i | i | i | i | -6 | i | i | i |
| CC1(C)SC(=S)N(NC(=O)Nc2ccccc2)C1N(O)C(=O)Nc1ccccc1 (configuration not stated) | i | i | i | i | i | i | i | 29 | i | i | i |
| CCc1cc(=O)oc2cc(C)cc(OCC(=O)NC(Cc3ccc(Cl)cc3)C(=O)O)c12 (configuration not stated) | i | i | i | i | i | i | i | 5 | i | i | i |
| COc1ccc(OC)c(CNS(=O)(=O)c2cc(-c3cc(C)no3)ccc2OC)c1 | i | i | i | i | i | i | i | -1 | i | i | i |
| CCCCNC(=O)CSc1nnc(-c2ccco2)n1C | i | i | i | i | i | i | i | -3 | i | i | i |
| CCOC(=O)c1oc2cc(C)cc(C)c2c1C | i | i | i | i | i | i | i | 11 | i | i | i |
| CCC(=O)Nc1cccc(NC(=O)c2ccc(Br)cc2)c1 | i | i | i | i | i | i | i | -16 | i | i | i |
| Cc1ccc(S(=O)(=O)N2CCOCC2)cc1C(=O)NCCN1C(=O)S/C(=C\c2ccccc2Cl)C1=O | i | i | i | i | i | i | i | -5 | i | i | i |
| CCn1c(C)cc2c(c1=O)C(c1ccccc1)C(C(=O)OC)=C(N)O2 (configuration not stated) | i | i | i | i | i | i | i | -10 | i | i | i |
| COc1cc(C(=O)NCC(c2ccco2)N(C)C)cc(OC)c1OC (configuration not stated) | i | i | i | i | i | i | i | 1 | i | i | i |
| Cc1ccc(Oc2ccc(Cl)cc2N)cc1 | i | i | i | i | 6.8* | i | i | -15 | i | i | i |
| CC1=CC(C)(C)Nc2cc(C)c(C)cc21 | i | · | i | i | i | · | · | · | · | i | · |
| COc1ccc(C)cc1NC(=O)c1cnc2n(c1=O)CCS2 | i | i | i | i | i | i | i | -5 | i | i | i |
| CC(Sc1nc2ccccc2c(=O)n1CCc1ccc(S(N)(=O)=O)cc1)C(=O)NC(N)=O (configuration not stated) | i | i | i | i | i | i | i | 1 | i | i | i |
| CCNC(=O)NNC(=O)C1CC(c2cccs2)=NO1 (configuration not stated) | i | i | i | i | i | i | i | -2 | i | i | i |
| Cc1ccc(NC(=O)NCCCc2ccccc2)cc1 | i | i | i | i | i | i | i | -10 | i | i | i |

Next records:
| SMILES | MrgX1 agonist | TRPC4 inh | TMEM16A inh | TMEM16A act | MrgX1 PAM | TRPC4 potent | TRPC6 act | SKKanGAS inh | TRPC4 agonist | MrgX1 antagonist | TRPC6 inh |
| --- | --- | --- | --- | --- | --- | --- | --- | --- | --- | --- | --- |
| COc1ccc(OCC(=O)N/N=C/C(C)=C/c2ccco2)c(Br)c1 | i | i | i | i | i | i | i | -11 | i | i | i |
| CN(C)C(=O)N1CCCC(C(=O)NCc2cccs2)C1 (configuration not stated) | i | i | i | i | i | i | i | 1 | i | i | i |
| C=CCn1c(-c2ccccc2OCC)n[nH]c1=S | i | i | i | i | i | i | i | 1 | i | i | i |
| COc1ccc(-c2nn(-c3ccccc3)cc2/C=C\C(=O)Nc2ccc(C(=O)O)cc2)cc1 | i | i | i | i | i | i | i | 24 | i | i | i |
| O=C(COc1ncnc2ccccc12)NC(=O)NCc1ccccc1 | i | i | i | i | i | i | i | 2 | i | i | i |
| O=S(=O)(NCC(c1ccco1)N1CCc2ccccc2C1)c1ccc(Br)cc1 (configuration not stated) | i | i | 25* | i | i | i | i | 11 | i | i | i |
| O=C(Nc1ccccc1)OC1CCC2CC1CCC2OC(=O)Nc1ccccc1 (configuration not stated) | i | i | i | i | i | i | i | 52* | i | i | i |
| C#CC[N+](CC)(CC)CC#Cc1ccccc1 | i | i | i | i | i | i | i | 2 | i | i | i |
| COc1cccc(-c2nc3ccc(O)cc3c(=O)o2)c1 | i | i | i | i | i | i | i | -3 | i | i | i |
| CCOc1ccc(CCNC(=O)CCOc2cc(C)ccc2C)cc1OCC | i | i | i | i | i | i | i | -6 | i | i | i |
| CCN(CC)S(=O)(=O)c1ccc(N=NC2=C(O)CC(C)(C)CC2=O)cc1 | i | i | i | i | i | i | i | 3 | i | i | i |
| Cc1cc(C)c(NC(=O)CSc2ccc(-c3ccccn3)nn2)c(C)c1 | i | i | i | i | i | i | i | -14 | i | i | i |
| Cc1nnc(SCc2nc3ccccc3s2)n1-c1ccccc1 | i | i | i | i | i | i | i | 2 | i | i | i |

From PubChem BioAssay

This is a random part of the collection; 6.7% or so of the library scored in one or more.
